Assay outcomes: PubChem BioAssay, National Center for Advancing Translational Sciences (NCATS)
B2AR arrestin – beta2AR (human) beta-arrestin recruitment activity | Potency, µM (top dose mostly 46.1 µM), inactives show at the highest dose activation, usual class: activators | AID 492947 | 330,000 tested, 0.02% active | beta-arrestin recruitment to beta2AR, cell-based reporter;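 further: potency means the concentration at half of the fitted maximal effect; 0% = DMSO controls and full agonism = EC100 isoproterenol or metaproterenol; nearly all actives have a fitted effect of over 65% in size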
Mito fusion yeast – inhibitors of mitochondrial division or activators of mitochondrial fusion | S. cerevisiae fusion-defective mutant growth rescue, CellTiterGlo 48 h | Potency, µM (doses to about 46.1 µM), without a hit: at the highest dose growth rescue (activation), most hits filed as activators | 320,000 tested, 0.23% active;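 further: potency means the concentration at half of the fitted maximal effect; % of control where 0% means no effect; nearly all actives have a fitted effect of over 45% in size; temperature-sensitive fusion mutants such as fzo1-1 at 37 °C on non-fermentable ethanol glycerol medium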
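S. cerevisiae fusion-defective temperature-sensitive mutants (e.g. fzo1-1, mgm1-5) grown 48 h at 37C in YPEG (ethanol/glycerol non-fermentable) medium with 23 nl compound per well; growth rescue read as CellTiterGlo luminescence.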
BCR signal inh – blocks chronic active B-cell receptor signaling; ABC-DLBCL IkBa-CBG/CBR reporter, luminescence ratio, 4 h; Potency, µM (doses to about 46.1 µM), without a hit: top-dose ratio change, negative = lower green/red ratio, actives largely listed as inhibitors; 340,000 tested, 0.05% active; active means well fitted inhibition curve with a large enough effect in the signal ratio, with a control signal flat, not every such curve was filed as active; inconclusive means small, poorly fitted or top-dose-only effect, or effect the other way, or a change in a side signal; the % refers to the signal ratio;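 further: potency means the concentration at half of the fitted maximal effect; plate controls were basal doxycycline-induced cells for no effect and cells given 10 µM MG132 for full effect; MG132 reads +100%, hits lower the ratio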
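Cell line TMD8 (human ABC DLBCL), stably expressing tet-inducible CBG68-IkBa fusion and CBR; IMDM/0.5% FBS; cpd up to 46 uM; dox induction, 4 h, 37C/5% CO2; dual luminescence; green/red ratio; MG132 control.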
USP2a inh – inhibitors of human ubiquitin-specific protease USP2a | O75604 | USP2 core, Ub-CHOP2 coupled fluorogenic reporter, 485/531 | Potency, µM (titrated, usually from 38.3 µM), without a hit: at the top dose activity change, negative = inhibition, most hits filed as inhibitors | 330,000 tested, 0.01% active | AID 463254;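 further: potency means the concentration at half of the fitted maximal effect; plate controls were DMSO wells for no effect and full inhibition by NEM control for full effect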
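USP2 core (10nM final) preincubated 30min RT with compound in 20mM Tris-HCl pH 8.0, 2mM CaCl2, 2mM beta-mercaptoethanol, 0.05% CHAPS; 25nM Ub-CHOP2 plus 25nM reporter substrate added, fluorescence (Ex485/Em531) read after 60min.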
uPA surface inh – blocks generation of uPA at the cell surface; AID 540303; cell surface uPA generation assay, qHTS; Potency, µM (series often up to 38.3 µM), for the others: at the top dose activity change, negative = inhibition, actives largely listed as inhibitors; 330,000 tested, 0.31% active; active means well fitted inhibition curve with a large enough effect; inconclusive means small, poorly fitted or top-dose-only effect; inactive means no such curve, though single readings can be large or run the other way; tested in mouse RAW 264.7 cells; further: potency means the concentration at half of the fitted maximal effect; on the % scale 0 is the no-effect control and ±100 the full control effect; nearly all actives have a fitted effect of over 55% in size
ELG1 DNA repair – inhibitors of ELG1-dependent DNA repair in HEK293T cells | 330,000 tested, 2.3% active | Potency, µM (doses to about 46.1 µM), inactives show top-dose activity change, negative = inhibition, hits mostly inhibitors | HEK293T ELG1-luciferase reporter, luminescence, 16 h; DNA damage induced by 5-fluorouridine; further: potency means the concentration at half of the fitted maximal effect; on the % scale 0 is the no-effect control and ±100 the full control effect; nearly all actives have a fitted effect of over 55% in size
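Reporter activity after DNA damage by 5-fluorouridine is monitored. Compound-treated cells incubate 16 hr at 37 °C, then ONE-Glo is added for 30 min before luminescence reading.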
TSHR antagonist – antagonists of human thyroid stimulating hormone receptor; P16473; TSHR-expressing cells, TSH-stimulated cAMP HTRF, 2 h; stronger effect = lower value; activity change, negative = inhibition, % at 11.5 µM; 330,000 tested, 0.2% active; AID 504810;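 active means activity change below a set negative limit, meaning inhibition stronger than a set level, cut at about -70% in these data; inconclusive means activity change between two set negative limits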; further: on the % scale 0 is the no-effect control and ±100 the full control effect
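TSHR-expressing cells, 200/well, pre-treated with compound, then stimulated with EC80 TSH (4nM final) for 2 hours at 37 deg C. cAMP measured by competitive HTRF: anti-cAMP cryptate antibody in lysis buffer plus cAMP-d2, read after 30 minutes at room temperature.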
Tb PFK inh – T. brucei PFK enzyme inhibition; O15648; 330,000 tested, 0.17% active; AID 485367; T. brucei PFK, ADP-Glo luminescence; Potency, µM (series often up to 57.5 µM), inactives show at the highest dose activity, negative = inhibition, hits mostly inhibitors;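 further: potency means the concentration at half of the fitted maximal effect; 0% = uninhibited 1x PFK enzyme wells and -100% = no-enzyme wells; nearly all actives have a fitted effect of over 60% in size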
Target sequence (O15648 whole entry, looked up): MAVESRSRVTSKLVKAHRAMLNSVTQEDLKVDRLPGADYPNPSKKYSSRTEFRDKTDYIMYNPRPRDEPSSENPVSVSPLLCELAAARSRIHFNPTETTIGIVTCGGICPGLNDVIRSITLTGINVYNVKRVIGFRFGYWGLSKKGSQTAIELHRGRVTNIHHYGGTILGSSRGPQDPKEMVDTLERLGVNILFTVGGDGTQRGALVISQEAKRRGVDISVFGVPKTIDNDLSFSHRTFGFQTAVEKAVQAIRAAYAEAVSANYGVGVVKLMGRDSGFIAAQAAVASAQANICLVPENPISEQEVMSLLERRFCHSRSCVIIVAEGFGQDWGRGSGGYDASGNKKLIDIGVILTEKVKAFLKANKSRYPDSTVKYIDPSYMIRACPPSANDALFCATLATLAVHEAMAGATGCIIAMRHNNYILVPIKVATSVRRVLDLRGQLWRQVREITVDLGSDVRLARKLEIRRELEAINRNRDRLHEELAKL
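Luminescent ADP detection (ADP-Glo, two-step: ATP depletion then ADP-to-ATP conversion for luciferase) reported PFK activity after 45 min room-temperature reaction of 1.25 nM enzyme with 0.5 mM F6P and 0.1 mM ATP at pH 8.0.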
TCR activator – activators of T cell receptors. primary human leukocytes, anti-CD3, IL-2 HTRF, 48 h. Potency, µM (highest dose often 9.22 µM), without a hit: at the top dose activation of IL-2 secretion, usual class: activators. 330,000 tested, under 10 active; further: % of control where 0% means no effect
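Using a-CD3 beads without co-stimulation, primary human leukocytes were exposed to compounds for 48 hr. An HTRF IL-2 kit measured the cytokine, with europium-to-d2 energy transfer producing emission at 665nm upon 320nm excitation.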
Eya2 phos inh – blocks the phosphatase activity of human Eya2 | AID 488837 | 330,000 tested, 0.006% active | recombinant Eya2, OMFP fluorescence dephosphorylation (OMFP is methylfluorescein phosphate) | Potency, µM (doses to about 76.9 µM), inactives show at the top dose activity, negative = inhibition, usual class: inhibitors; further: potency means the concentration at half of the fitted maximal effect; on the % scale 0 is the no-effect control and ±100 the full control effect
Target sequence (O00167 whole entry, looked up): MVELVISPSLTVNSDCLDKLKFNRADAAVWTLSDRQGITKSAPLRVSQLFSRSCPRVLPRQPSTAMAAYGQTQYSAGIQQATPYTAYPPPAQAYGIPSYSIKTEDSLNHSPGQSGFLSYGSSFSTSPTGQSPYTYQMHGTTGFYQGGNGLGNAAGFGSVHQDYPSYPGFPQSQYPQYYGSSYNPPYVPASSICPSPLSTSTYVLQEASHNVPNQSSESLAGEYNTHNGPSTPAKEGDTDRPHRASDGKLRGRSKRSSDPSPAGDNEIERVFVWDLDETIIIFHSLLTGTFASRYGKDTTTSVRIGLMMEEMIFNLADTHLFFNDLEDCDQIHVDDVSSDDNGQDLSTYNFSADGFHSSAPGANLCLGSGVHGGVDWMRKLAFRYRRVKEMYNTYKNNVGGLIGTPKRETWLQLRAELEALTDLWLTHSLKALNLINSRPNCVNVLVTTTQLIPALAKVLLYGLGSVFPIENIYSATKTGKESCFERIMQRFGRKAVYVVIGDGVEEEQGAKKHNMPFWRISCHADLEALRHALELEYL
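Eya2 protein (added as 0.2 uM solution) was preincubated with compound for 10 min at ambient temperature in 50 mM HEPES pH 7.5, 50 mM NaCl, 5 uM MgCl2, 0.05% BSA, 1 mM DTT. OMFP (added at 50 uM) then reacted 10 min; fluorescence read at 485/525 nm.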
PTAP TSG101 blk – blocks PTAP/TSG101 interaction to inhibit HIV-1 budding. Fluorescence polarization, FITC-PTAP peptide / Tsg101 binding. 340,000 tested, under 10 active. Potency, µM (top dose mostly 115 µM), inactives show at the highest dose activity change, negative = inhibition, hits mostly inhibitors. AID 493005. Q99816; active means well fitted inhibition curve with a large enough effect in the main read-out, with a control signal flat, not every such curve was filed as active; inconclusive means small, poorly fitted or top-dose-only effect, or effect the other way, or a change in a side signal; inactive means no such curve, though single readings can be large or run the other way; further: potency means the concentration at half of the fitted maximal effect; % of control where 0% means no effect
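Steps: Tsg101 binding domain dispensed (10 uM final), compounds pinned in DMSO, FITC-labeled PTAP-motif peptide added (50 nM final); after 20 min binding at room temperature, polarization measured.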
Active calls of the source: *; ? = inconclusive; / = not tested or not shown; & = joins results of further samples; [ ] = dose if it differs, or a comment. Unless noted, the call rests on the fitted dose curve; in most records, active means well fitted curve in the direction sought with a large enough effect; inconclusive means small, poorly fitted or top-dose-only effect, or another doubt; inactive means no such curve, though single readings can be large; an effect the other way counts as inactive or inconclusive.

Order of values: B2AR arrestin	Mito fusion yeast	BCR signal inh	USP2a inh	uPA surface inh	ELG1 DNA repair	TSHR antagonist	Tb PFK inh	TCR activator	Eya2 phos inh	PTAP TSG101 blk
(1) O=C(Cc1ccccc1)Nc1nnc(-c2ccccc2)o1
    -1.1%	-1%	?	1%	-8%	9%	5	1%	0%	-5%	-1%
(2) Cc1ccc(N(CC(=O)NN=C2CCN(C)CC2)S(=O)(=O)c2ccccc2)c(C)c1
    -2.1%	-2%	1%	-5%	3%	13%	20	3%	-4%	-2%	-1%
(3) CC1CCCN(CCCOc2ccc(Br)cc2Cl)C1 (configuration not stated)
    -0.9%	25%	?	2%	5%	?	3	3%	-45%	10%	-1%
(4) CCC(C)N(C(=O)C(F)(F)F)C(C(=O)NC1CCCCC1)c1ccncc1 (configuration not stated)
    -0.3%	2%	-16%	-2%	2%	-1%	3	1%	-1%[46.1 µM]	0%	-5%
(5) CCN1C(=O)CC(N2CCN(C(c3ccccc3)c3ccccc3)CC2)C1=O (configuration not stated)
    0.2%	4%	-1%	-2%	3%	-1%	-7	0%	0%	7%	-4%
(6) CCc1ccc(C(=O)C(C)OC(=O)Cc2n[nH]c(=O)c3ccccc23)cc1 (configuration not stated)
    0.0%	-3%	-4%	1%	-16%	-21%	-18	-1%	13%	5%	-3%
(7) N#C/C(=C\c1ccncc1)C(=O)Nc1ccc(C(=O)O)cc1
    -0.3%	7%	?	1%	-9%	2%	-3	9%	0%	7%	-1%
(8) c1coc(CNc2c3c(nc4ncnn24)CCC3)c1
    0.1%	-2%	3%	1%	/	5%	39	1%	8%	30%[15.4 µM]	0%
(9) COc1cc(C(=O)Nc2cccc(-c3nc4ccccc4o3)c2C)cc(OC)c1OC
    -0.5%	-1%	?	0%	7%	1%	-3	1%	-1%	4%	0%
(10) COc1ccccc1NC(=O)C(C)OC(=O)Cc1ccsc1 (configuration not stated)
    0.1%	4%	3%	-1%	1%	15%	5	-3%	2%	1%	-6%
(11) CCCCC(=O)NCCNc1nc2c(c(=O)n(C)c(=O)n2C)n1Cc1ccccc1
    0.4%	-7%	2%	0%	5%	-11%	-3	27%	-3%	10%	-8%
(12) CS(=O)(=O)c1nc(S(=O)(=O)c2ccc(Cl)cc2)c(NCCCN2CCOCC2)s1
    -0.8%	-2%	-4%	3%	0%	?	1	-1%	1%	-3%	-3%
(13) C=CCN1C(=O)C(C)(C)Nc2ccccc21
    -0.1%	-1%	-1%	-4%	3%	-2%	0	16%	-99%	-2%	-4%
(14) CN1C(=O)[C@@H]2[C@H](C1=O)[C@@H]1C(=O)Nc3ccccc3C(=O)N1[C@@H]2c1ccc(Br)cc1
    0.0%	-3%	1%	1%	3%	?	2	0%	-2%	8%	-3%
(15) O=C(NN=C1CCCCCC1)c1cc2ccccc2cc1O
    -0.9%	0%	1%	1%	5%	6%	0	2%	1%	10%	-8%
(16) CCN1CCN(c2ccc(S(=O)(=O)N3CCCCC3)cc2NC(=O)c2cc3ccccc3o2)CC1
    -0.4%	3%	-1%	0%	-5%	-14%	14	-5%	5%	-22%	-2%
(17) O=C(O/N=C\c1ccc(N2CCCCC2)c([N+](=O)[O-])c1)c1ccc(Cl)cc1Cl
    0.1%	-5%	-9%	3%	-1%	-7%	-19	-2%	-4%	-10%	-2%
(18) CCN(CC)c1ccc([N+](=O)[O-])cc1C(=O)O
    0.0%	-2%	11%	0%	2%	-5%	27	1%	-11%[46.1 µM]	-2%	1%
(19) Cc1ccc(N(C)S(=O)(=O)c2cccc(C(=O)Nc3ccc(C)cn3)c2)cc1
    -0.1%	13%	2%	-2%	-6%	?	-15	-2%	0%	4%	-1%
(20) CC(NC(=O)c1ccccc1F)c1cccc2ccccc12 (configuration not stated)
    0.3%	10%	3%	2%	6%	19%	4	0%	0%	-5%	5%
(21) C/C(=N\NC(=O)CNc1cccc(C(F)(F)F)c1)c1cccs1
    0.0%	1%	?	2%	-2%	12%	-4	-3%	-1%	-4%	1%
(22) CCOc1ccccc1NC(=O)CCNS(=O)(=O)c1ccc(NC(C)=O)cc1
    -0.7%	13%	?	-1%	7%	-15%	-9	0%	-7%	-17%	-1%
(23) C=CCSc1nnc(NC(=O)c2cccc(S(=O)(=O)N(C)c3ccccc3)c2)s1
    -1.9%	7%	9%	-2%	3%	-7%	-35	0%	3%[46.1 µM]	4%	0%
(24) CC(=O)c1cccc(NC(=O)COc2ccccc2C(=O)c2cc(C#N)c(=O)n(C3CCCCC3)c2)c1
    -0.2%	6%	?	2%	8%	10µM*	-5	-1%	1%[46.1 µM]	-3%	0%
(25) CCNc1nnc(-c2ccncc2)s1
    -0.1%	-2%	-9%	3%	0%	?	7	1%	8%	12%	-8%
(26) CS(=O)(=O)c1cccc(-c2csc(N3CCC(C(N)=O)CC3)n2)c1
    -0.9%&0.3%	-2%&-31%	?	0%&-2%	6%	?	-8&-13	-1%&0%	9%	5%&0%	/
(27) CCOC(=O)c1cnn(-c2ccc(C)cc2)c1N
    0.2%	1%	?	6%	0%	?	4	1%	-3%	15%	-4%
(28) COC(=O)c1sccc1NC(=O)CSc1ccccc1NS(=O)(=O)c1ccc(Br)cc1
    -0.1%	6%	0%	-10%	1%	-25%	-16	4%	-3%	4%	-2%
(29) Cc1ccc(CN(C(=O)Cn2nnc3ccccc32)C(C(=O)NCc2ccco2)c2cccs2)cc1 (configuration not stated)
    3.3%	8%	5%	-11%	-4%	?	3	3%	12%	-3%	2%
(30) CCOC(=O)c1c(N)c(C#N)c2n1CCCC2
    -0.2%	6%	4%	1%	-7%	26%	24	-6%	-1%	-21%	-7%
(31) CC1=C(C(=O)N2CCOCC2)C(c2c(F)cccc2F)NC(=O)N1 (configuration not stated)
    -0.1%	3%	0%	0%	6%	11%	2	0%	/	-4%	1%
(32) COc1ccc(N2C(=O)CCC(C(=O)NCc3ccccn3)C2c2ccc(OC)c(OC)c2)cc1 (configuration not stated)
    -0.3%	0%	-1%	-1%	0%	3%	0	-1%	-2%	4%	-2%
(33) Cc1[nH]n(C(N)=S)c(=O)c1N=Nc1cc(-c2ccc(Br)cc2)[nH]n1
    0.0%	-7%	?	-1%	-6%	?	-12	-2%	6%	-8%	-25%
(34) CC1=CC(=O)O[C@@H]1[C@@]1(C)C[C@H]2OC(=O)C[C@H]3[C@@H](C)C(=O)C(O)=C1[C@@]23CO
    -0.2%	1%	?	-4%	2%	18µM*	5	3%	-1%	-23%	-1%
(35) COc1cc(/C=N/NC(=O)C(=O)NCC2CCCO2)cc(Cl)c1O (configuration not stated)
    -0.2%	-4%	0%	-2%	5%	0%	-5	3%	-5%	-5%	-1%
(36) COc1ccc(S(=O)(=O)NCC(c2cccnc2)N2CCN(c3ccccc3)CC2)cc1C (configuration not stated)
    0.2%	3%	11%	2%	0%	-11%	-3	4%	2%	-26%	-3%
(37) O=C(Oc1ccc(-c2csnn2)cc1)C1CC1
    0.0%	0%	13%	-1%	1%	-1%	-2	-1%	-2%	-13%	-2%
(38) CC(=O)c1ccc(Oc2cc(C)nc(N3CCOCC3)n2)cc1
    -0.2%	6%	-2%	2%	9%	5%	-10	0%	-4%[46.1 µM]	-4%	0%
(39) Cc1ccc(C)c(CSc2nnc(C)c(=O)n2N)c1
    -0.1%	-2%	0%	2%	-6%	7%	6	2%	-3%	-13%	1%
(40) O=C(NCc1ccco1)c1ccc(Cn2c(=O)c3sccc3n(Cc3cccc(F)c3)c2=O)cc1
    -0.3%	-3%	0%	-24%	-26%	?	8	-6%	-2%	17%	-4%
(41) O=C(O)c1cc([N+](=O)[O-])ccc1Nc1ccccc1
    0.0%	0%	12%	0%	1%	11%	-15	2%	1%[46.1 µM]	2%	-1%
(42) Cc1ccc(S(=O)(=O)N(C)C)cc1NC(=O)Nc1c(-c2ccccc2)noc1C
    -0.6%	0%	?	8%	-4%	-12%	-9	2%	-66%	-4%	0%
